Screening data from PubChem BioAssay.
GLA spleen mod: alpha-galactosidase A (human) modulation. 240,000 compounds, 0.008% hits. Potency, µM (top dose mostly 80 µM), for the others: at the highest dose activity change, negative = inhibition, hits mostly inhibitors. human spleen homogenate, 4MU-alpha-Gal fluorescence, 40 min;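 also: 0% = enzyme with vehicle and -100% = no enzyme basal signal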
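qHTS titration in buffer at pH 5.0. Alpha-galactosidase activity in spleen homogenate was measured via 4-methylumbelliferone release from 1 mM fluorogenic substrate after 40 min at 37C and a pH 10 stop. AC50 came from Hill fits of control-normalized data.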
TexasRed fluor: Texas Red fluorescence interference in TRb-SRC2 counter-screen; Potency, µM (top dose mostly 106 µM), without a hit: at the highest dose fluorescence change, negative = quenching; TRb/SRC2 Texas Red total fluorescence interference; 280,000 compounds, 0.29% hits; active = well fitted curve in either direction with a large enough effect; inconclusive = small, poorly fitted or top-dose-only effect
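Flags fluorescent or light-absorbing compounds by total fluorescence, S + 2P, at 555 nm excitation and 632 nm emission. Mixture: 20 nM Texas Red SRC2 peptide, 0.6 uM human TRb LBD, 1 uM T3, 5% DMSO; compound exposure 5 h at ambient temperature.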
ALDH1A1 inh: inhibitors of human aldehyde dehydrogenase 1A1; Purified ALDH1A1, NADH fluorescence, propionaldehyde substrate; 220,000 compounds, 7.3% hits; Potency, µM (titrated, usually from 75.3 µM), for the others: at the highest dose activity, negative = inhibition, most hits filed as inhibitors; P00352; active = well fitted inhibition curve with a large enough effect, not every such curve was filed as active; inconclusive = small, poorly fitted or top-dose-only effect, or another doubt; inactive = no such curve, though single readings can be large or run the other way;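 also: plate controls were no enzyme wells and a reference inhibitor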
Tau ThT inhib: tau fibrillization inhibition (ThT binding); recombinant tau K18 P301L, heparin-induced fibrillization, ThT fluorescence; 270,000 compounds, 2.1% hits; Potency, µM (doses to about 57.4 µM), without a hit: top-dose activity, negative = inhibition, hits mostly inhibitors; P10636; also: nearly all actives have a fitted effect of over 55% in size
Target sequence (P10636 561-689 P618L limits assumed): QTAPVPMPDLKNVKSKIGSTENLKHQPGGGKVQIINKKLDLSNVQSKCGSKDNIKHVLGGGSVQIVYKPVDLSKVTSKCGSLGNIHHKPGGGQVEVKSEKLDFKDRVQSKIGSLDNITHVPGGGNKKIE
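Recombinant human tau K18 fragment […] carrying P301L, 15 uM unlabeled plus 0.24 uM Alexa 594-labeled, was fibrillized with 20 uM heparin in 100 mM sodium acetate pH 7 for 6 hr at 37 C; 30 uM ThT fluorescence read after 1 hr.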
L3MBTL1 inh: inhibitors of human L3MBTL1. AlphaScreen L3MBTL1–H3K9me1 peptide binding. Potency, µM (titrated, usually from 57.1 µM), for inactives: top-dose activity, negative = inhibition, actives largely listed as inhibitors. 230,000 compounds, 0.66% hits; also: nearly all actives have a fitted effect of over 60% in size
Target sequence (Q9Y468 whole entry, looked up): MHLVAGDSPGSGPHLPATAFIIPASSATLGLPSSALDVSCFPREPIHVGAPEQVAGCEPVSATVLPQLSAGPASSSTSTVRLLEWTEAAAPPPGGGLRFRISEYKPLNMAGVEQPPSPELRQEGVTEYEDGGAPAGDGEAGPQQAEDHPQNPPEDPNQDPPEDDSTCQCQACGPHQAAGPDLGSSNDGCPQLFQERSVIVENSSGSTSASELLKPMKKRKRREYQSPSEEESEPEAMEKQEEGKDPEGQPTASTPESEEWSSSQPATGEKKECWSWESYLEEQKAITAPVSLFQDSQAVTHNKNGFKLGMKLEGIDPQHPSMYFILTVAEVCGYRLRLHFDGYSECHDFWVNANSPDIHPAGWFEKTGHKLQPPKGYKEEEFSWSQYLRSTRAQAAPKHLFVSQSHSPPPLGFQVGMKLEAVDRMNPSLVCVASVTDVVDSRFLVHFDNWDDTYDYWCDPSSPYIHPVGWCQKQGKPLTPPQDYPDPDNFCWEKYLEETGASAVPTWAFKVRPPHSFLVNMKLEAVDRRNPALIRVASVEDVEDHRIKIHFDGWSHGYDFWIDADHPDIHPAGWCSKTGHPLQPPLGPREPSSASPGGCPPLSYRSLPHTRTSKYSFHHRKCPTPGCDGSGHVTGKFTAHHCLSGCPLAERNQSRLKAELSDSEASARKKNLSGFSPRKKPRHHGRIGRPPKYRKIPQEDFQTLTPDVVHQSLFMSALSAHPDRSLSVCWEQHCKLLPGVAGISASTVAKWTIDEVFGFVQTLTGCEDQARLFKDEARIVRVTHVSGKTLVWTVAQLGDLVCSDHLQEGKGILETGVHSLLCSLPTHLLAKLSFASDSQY
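L3MBTL1 (50 nM) pre-complexed 30 min with biotinylated H3(1-15)K9me1 peptide (75 nM), then compounds added for 30 min at room temperature; AlphaScreen streptavidin donor/nickel chelate acceptor beads (10 ug/mL final) read after 30 min dark incubation.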
Tau fluor cs: counter-screen for tau fibril formation inhibitors | 280,000 compounds, 0.93% hits | Potency, µM (top dose mostly 57.7 µM), inactives show top-dose activity change, negative = decrease | tau K18 P301L (four-repeat tau fragment) Alexa594 fluorescence, heparin fibrillization; also: nearly all actives have a fitted effect of over 55% in size
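Human K18 P301L tau (15 uM unlabeled plus 0.24 uM Alexa 594-labeled, final) in 100 mM sodium acetate pH 7 was mixed with compound and 20 uM heparin and incubated 6 hr at 37 C.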
Tau FP inhib: blocks human tau fibril formation measured by polarization; P10636; K18 P301L tau heparin fibrillization, Alexa594 FP, 6 h; Potency, µM (top dose mostly 57.7 µM), for the others: top-dose activity, negative = inhibition, most hits filed as inhibitors; 280,000 compounds, 0.39% hits; also: nearly all actives have a fitted effect of over 55% in size
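FP of Alexa 594-tau after heparin (20 uM) induction. Substrate: human K18 P301L, 15 uM unlabeled, 0.24 uM labeled. Buffer 100 mM sodium acetate pH 7. 6 hr, 37 C.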
TRb-SRC2 inh: disrupts binding of human TR beta to SRC2. Potency, µM (doses to about 106 µM), without a hit: at the top dose activity change, negative = inhibition, usual class: inhibitors. 280,000 compounds, 0.065% hits. P10828. TRbeta-SRC2 peptide binding, fluorescence polarization; receptor liganded with 1 µM T3;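 also: plate controls were bound peptide for no effect and peptide without receptor for full effect; nearly all actives have a fitted effect of over 50% in size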
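TRb LBD 0.6 uM + Texas Red SRC2 peptide 20 nM, 1 uM T3, Tris buffer w/ 5% DMSO; compound pinned, 5 h RT; FP read ex 555/em 632; normalized to unbound and bound controls.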
The depositor's hits bear a star; & = joins results of further samples; [ ] = dose if it differs, or a comment. Unless noted, calls follow the shape of the dose curve; as a rule, active = well fitted curve in the direction sought with a large enough effect; inconclusive = small, poorly fitted or top-dose-only effect, or another doubt; inactive = no such curve, though single readings can be large; an effect the other way counts as inactive or inconclusive. Unless noted, % is scaled to controls: 0 for no effect and ±100 for the full control effect; potency is read from the fitted curve at half-maximal effect.

A first look, 2 compounds:
Screening CCCCC(=O)Nc1ccc(C(=O)N2CCN(C)CC2)cc1 returned GLA spleen mod -19.1%, TexasRed fluor -2.2%, ALDH1A1 inh inconclusive, Tau ThT inhib 0.4%, L3MBTL1 inh -7.3%, Tau fluor cs 10.7%, Tau FP inhib 12.2% and TRb-SRC2 inh -6.8%.
`CCOc1c(Nc2cccc(Cl)c2)c(=O)c1=O` gave GLA spleen mod -15.6%, TexasRed fluor -3.7%, Tau fluor cs -28.9%, Tau FP inhib 5.6% and TRb-SRC2 inh 0.2%.

The listing, from the start:
Screening CCCCC(=O)Nc1ccc(C(=O)N2CCN(C)CC2)cc1 returned GLA spleen mod -19.1%, TexasRed fluor -2.2%, ALDH1A1 inh inconclusive, Tau ThT inhib 0.4%, L3MBTL1 inh -7.3%, Tau fluor cs 10.7%, Tau FP inhib 12.2% and TRb-SRC2 inh -6.8%.
`CCOc1c(Nc2cccc(Cl)c2)c(=O)c1=O` gave GLA spleen mod -15.6%, TexasRed fluor -3.7%, Tau fluor cs -28.9%, Tau FP inhib 5.6% and TRb-SRC2 inh 0.2%.
Screening COC(=O)[C@@H](NC(=O)CCc1nnc(-c2ccsc2)o1)C(C)C returned GLA spleen mod 1.2%, TexasRed fluor -1.2%, ALDH1A1 inh -0.3%, Tau ThT inhib -3.2%, L3MBTL1 inh 4.5%, Tau fluor cs -1.3%, Tau FP inhib 0.5% and TRb-SRC2 inh 0.1%.
O=C1C=C(O)CC(c2cccs2)C1 (stereo unspecified) was read as GLA spleen mod 2.9%, TexasRed fluor -1.5%, ALDH1A1 inh -25.1%, Tau ThT inhib inconclusive, L3MBTL1 inh -8.6%, Tau fluor cs -11.9%, Tau FP inhib -6.6% and TRb-SRC2 inh -18.1%.
COc1ccc(Cl)cc1NC(=O)CSc1nc(=O)[nH]c2c1CCC2 was read as TexasRed fluor -1.0%, Tau ThT inhib -7.8%, Tau fluor cs -2.2%, Tau FP inhib -6.6% and TRb-SRC2 inh 1.3%.
Cc1[nH]c2ccccc2c1/C=N/Nc1ccccn1 was read as GLA spleen mod 6.2%, TexasRed fluor -4.1%, ALDH1A1 inh inconclusive, Tau ThT inhib 10µM*, L3MBTL1 inh inconclusive, Tau fluor cs 15.8µM*[quencher], Tau FP inhib 6.7% and TRb-SRC2 inh -0.5%.
Screening CCOC(=O)C1CCN(c2nc3ccccc3nc2C(C#N)C(=O)OCCOC)CC1 (stereo unspecified) returned GLA spleen mod 7.3%, TexasRed fluor 1.1%, ALDH1A1 inh -10.0%, Tau ThT inhib inconclusive, L3MBTL1 inh 9.5%, Tau fluor cs -13.9%, Tau FP inhib 1.0% and TRb-SRC2 inh -3.1%.
For COC(=O)C1=C2N(Cc3ccccc3)C(C)=C(C(=O)OC)C(c3ccccc3)N2C(=O)[C@](O)(C(=O)OC)C1 (stereo partly specified) the results were GLA spleen mod -0.3%&-9.2%[17.5 µM], TexasRed fluor inconclusive, ALDH1A1 inh 18.4%&5.0%[13.5 µM], Tau ThT inhib -4.2%&-2.7%[11.5 µM], Tau fluor cs -4.6%&0.1%[11.6 µM], Tau FP inhib -8.7%&0.7%[11.6 µM] and TRb-SRC2 inh 0.3%&0.9%[11.2 µM].
Cc1ccc(CNC(=O)CCC2CCCN(Cc3c(C)nn(C(C)C)c3C)C2)o1 (stereo unspecified) was read as GLA spleen mod 0.5%, TexasRed fluor -1.2%[53 µM], ALDH1A1 inh 10.6%, Tau ThT inhib -11.0%, L3MBTL1 inh 2.2%, Tau fluor cs 0.0%, Tau FP inhib 1.5% and TRb-SRC2 inh 8.0%[53 µM].
Cc1ccc(Oc2ncccc2NC(=O)CC(CC(=O)O)c2ccccc2)c2c1CCC2 (stereo unspecified) was read as GLA spleen mod 5.4%, TexasRed fluor -1.9%, Tau fluor cs 0.2%, Tau FP inhib 2.8% and TRb-SRC2 inh -2.8%.
For CCOC(=O)c1cc(-c2ccccc2)n(-c2cccc(C(=O)N(C)c3ccc(C)cc3)c2)c1C the results were TexasRed fluor 0.0%, Tau ThT inhib -17.6%, Tau fluor cs 1.9%, Tau FP inhib 6.1% and TRb-SRC2 inh -1.5%.
Screening Cc1ccc(C(C)(C)C)cc1S(=O)(=O)NC(=O)c1ccccc1 returned GLA spleen mod -3.6%, TexasRed fluor -0.6%, ALDH1A1 inh 6.0%, Tau ThT inhib -4.7%, L3MBTL1 inh 9.0%, Tau fluor cs -6.0%, Tau FP inhib 4.2% and TRb-SRC2 inh -2.3%.
`COC(=O)c1ccc2c(=O)n(Cc3ccco3)c(SCC(=O)Nc3cc(C)on3)nc2c1` gave GLA spleen mod 6.4%, TexasRed fluor -2.3%, ALDH1A1 inh 7.7%, Tau ThT inhib -2.7%, L3MBTL1 inh 3.7%[11.4 µM], Tau fluor cs -4.6%, Tau FP inhib inconclusive and TRb-SRC2 inh -2.3%.
Screening Cc1ccc(-c2noc(CNCCCN(C)C)n2)cc1 returned GLA spleen mod -4.4%, TexasRed fluor 0.4%, ALDH1A1 inh 3.9%, Tau ThT inhib -5.7%, L3MBTL1 inh 2.0%, Tau fluor cs -4.0%, Tau FP inhib 2.6% and TRb-SRC2 inh 5.0%.
Screening O=Nc1ccc(O)c2ncccc12 returned GLA spleen mod -1.0%&4.4%, TexasRed fluor -5.5%&-0.4%, ALDH1A1 inh inconclusive, Tau ThT inhib inconclusive, L3MBTL1 inh inconclusive, Tau fluor cs -29.0%, Tau FP inhib inconclusive and TRb-SRC2 inh 7.8%&-13.4%.
For O=C(CN1CCC(Cc2ccccc2)CC1)NC(=O)NCc1ccccc1 the results were GLA spleen mod 2.0%, TexasRed fluor 4.2%, ALDH1A1 inh -1.5%, Tau ThT inhib -3.4%, L3MBTL1 inh 3.7%, Tau fluor cs 0.0%, Tau FP inhib -1.4% and TRb-SRC2 inh -7.2%.
`CC1CCN(c2oc(-c3ccc(COc4ccccc4)o3)nc2C#N)CC1` gave TexasRed fluor 5.3%, Tau ThT inhib -1.2%, Tau fluor cs -29.1%, Tau FP inhib 5.0% and TRb-SRC2 inh -2.9%.
`N#Cc1c(-c2ccccc2)nc(N2CCCCCC2)[nH]c1=O` gave GLA spleen mod 2.1%, TexasRed fluor -2.4%, ALDH1A1 inh inconclusive, Tau ThT inhib 2.6%, Tau fluor cs 7.1%, Tau FP inhib 11.6% and TRb-SRC2 inh 3.2%.
For CC(C)c1ccc(NC(=O)Cc2ccc(NC(=O)N3CCCCc4ccccc43)cc2)cc1 the results were TexasRed fluor inconclusive, Tau ThT inhib -3.7%, Tau fluor cs -6.6%, Tau FP inhib -7.4% and TRb-SRC2 inh -5.5%.
c1ccc(OCCN2C3=NCCN3c3ccccc32)cc1 was read as GLA spleen mod -9.2%, TexasRed fluor -1.3%, ALDH1A1 inh 4.0%, Tau ThT inhib -0.7%, L3MBTL1 inh -3.0%, Tau fluor cs 5.6%, Tau FP inhib 7.4% and TRb-SRC2 inh -16.0%.
Screening Nc1ccc(C(=O)OCc2nc3cc4ccccc4cc3[nH]2)cc1 returned GLA spleen mod 5.7%, TexasRed fluor -3.3%, ALDH1A1 inh 9.9%, Tau ThT inhib -12.9%, L3MBTL1 inh -4.5%, Tau fluor cs -26.4%, Tau FP inhib 5.2% and TRb-SRC2 inh 0.7%.
For CC1(O)C(=O)C=C2C=C(c3ccc(C#N)cc3)OC=C2C1=O (stereo unspecified) the results were GLA spleen mod -3.3%, TexasRed fluor -1.7%, ALDH1A1 inh -15.1%, Tau ThT inhib -16.8%, Tau fluor cs -17.5%, Tau FP inhib -0.6% and TRb-SRC2 inh 6.0%.
CC(C)COP(=O)(c1ccc(N(C)C)cc1)C(Nc1ccccc1)c1cccnc1 (stereo unspecified) was read as GLA spleen mod 7.3%, TexasRed fluor -0.6%, ALDH1A1 inh 0.8%, Tau ThT inhib -6.7%, L3MBTL1 inh -0.5%, Tau fluor cs -4.5%, Tau FP inhib 9.6% and TRb-SRC2 inh 9.1%.
`O=C(OCc1ccccc1)/C(=C/c1cccc2ccccc12)NC(=O)c1ccccc1` gave GLA spleen mod 5.1%, TexasRed fluor 1.9%, ALDH1A1 inh 8.9%, Tau ThT inhib -5.0%, L3MBTL1 inh 6.8%, Tau fluor cs -19.7%, Tau FP inhib -14.0% and TRb-SRC2 inh 7.9%.
Screening N#CC(C(=O)NCCc1ccccc1)c1nc2ccccc2nc1N1CCCCC1 (stereo unspecified) returned GLA spleen mod -11.0%, TexasRed fluor -2.2%, ALDH1A1 inh -14.2%, Tau ThT inhib -15.6%, L3MBTL1 inh 3.7%, Tau fluor cs -17.3%, Tau FP inhib 0.9% and TRb-SRC2 inh -1.4%.
Screening CCC(Sc1nc2ccccc2[nH]1)C(=O)Nc1ccc(NC(C)=O)cc1 (stereo unspecified) returned GLA spleen mod 6.1%, TexasRed fluor -3.1%, ALDH1A1 inh 3.5%, Tau ThT inhib -2.5%, L3MBTL1 inh 1.5%, Tau fluor cs -12.5%, Tau FP inhib -7.0% and TRb-SRC2 inh 2.5%.
`COc1ccc(CCNc2nc(-c3cccc(NC(C)=O)c3)cs2)cc1OC` gave GLA spleen mod -7.4%, TexasRed fluor -8.5%, ALDH1A1 inh inconclusive, Tau ThT inhib inconclusive, L3MBTL1 inh -26.5%, Tau fluor cs inconclusive, Tau FP inhib 8.8% and TRb-SRC2 inh 4.2%.
For Cc1occc1C(=O)N/N=C/C(Br)=C\c1ccccc1 the results were GLA spleen mod 7.6%, TexasRed fluor -1.3%, Tau ThT inhib -7.0%, L3MBTL1 inh -14.9%, Tau fluor cs inconclusive, Tau FP inhib inconclusive and TRb-SRC2 inh -5.4%.
For O=C(Cn1cc2c(n1)CCCCC2)Nc1ccccc1Br the results were GLA spleen mod 5.5%, TexasRed fluor -3.4%, Tau fluor cs -7.2%, Tau FP inhib 0.3% and TRb-SRC2 inh -7.4%.
